Bcl-2 Bim block – inhibitors of Bim-Bcl-2 interaction, human; 190,000 compounds, 0.06% hits; AID 950; inhibition, % at 10 µM; Bead-based flow cytometry, Bim peptide-Bcl-2 binding; P10415; in the data active = inhibition above about 40%; inconclusive = no clear call, values can overlap the other calls;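 note: 0% = no compound wells with probe peptide and 100% = reference peptide inhibitor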
Rac1 act GTP bind – human Rac1 activated mutant GTP binding change. GST-Rac1 activated beads, fluorescent GTP binding, flow cytometry; actives lie on both sides; 100% means binding = to untreated wells. percent activity (GTP binding), % at 10 µM. 190,000 compounds, 0.11% hits. P63000;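 active = GTP binding at least 20 percentage points away from the 100% baseline, in either direction, so actives lie on both sides; inconclusive = Compound likely fluorescent itself, or too few beads counted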
HRas wt GTP – modulators of GTP binding to human HRas wildtype; GST-Ras wt beads, Bodipy-FL-GTP binding, flow cytometry; actives lie on both sides; GTP binding activity, % at 10 µM; 190,000 compounds, 0.14% hits;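 active = GTP binding activity at least 20% away from the 100% baseline, either lowered as inhibitor or raised as activator; inconclusive = flagged as likely green fluorescent, judged across all proteins in the well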;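 note: 0% = unlabeled GTP competition control and 100% = no-compound control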
Target sequence (P01112 whole entry, looked up): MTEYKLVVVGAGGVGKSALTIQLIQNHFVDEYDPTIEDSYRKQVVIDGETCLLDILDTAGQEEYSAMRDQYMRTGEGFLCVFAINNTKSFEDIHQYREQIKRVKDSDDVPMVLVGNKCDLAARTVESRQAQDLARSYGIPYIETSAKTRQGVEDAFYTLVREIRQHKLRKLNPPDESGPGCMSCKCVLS
Bim-Bcl-W – inhibitors of Bim-Bcl-W interaction, human | bead-based flow cytometry, Bim peptide-Bcl-W binding | inhibition, % at 10 µM | 190,000 compounds, 0.02% hits | Q92843;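 note: 0% = bound tracer without compound and 100% = peptide blocker; higher means less fluorescent Bim peptide bound to Bcl-W beads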
Target sequence (Q92843 whole entry, looked up): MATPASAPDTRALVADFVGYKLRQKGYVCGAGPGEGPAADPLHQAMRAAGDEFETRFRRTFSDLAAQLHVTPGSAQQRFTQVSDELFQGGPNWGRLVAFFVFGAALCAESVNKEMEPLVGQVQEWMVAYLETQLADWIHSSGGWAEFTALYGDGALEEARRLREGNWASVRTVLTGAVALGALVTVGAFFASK
Bcl-XL Bim block – human Bim-Bcl-XL interaction inhibition | Bim peptide-Bcl-XL binding, bead flow cytometry, fluorescence | inhibition, % at 10 µM | 190,000 compounds, 0.04% hits | AID 1007
Target sequence (Q07817 whole entry, looked up): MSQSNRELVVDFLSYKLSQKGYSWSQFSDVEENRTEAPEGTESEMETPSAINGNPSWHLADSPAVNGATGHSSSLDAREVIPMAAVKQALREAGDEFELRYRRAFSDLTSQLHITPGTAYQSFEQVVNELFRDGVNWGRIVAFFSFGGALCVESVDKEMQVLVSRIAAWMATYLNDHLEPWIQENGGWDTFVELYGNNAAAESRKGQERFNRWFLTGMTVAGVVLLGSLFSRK
Cdc42 wt GTP – human Cdc42 wildtype GTP binding change, either direction; P60953; GST-Cdc42 beads, Bodipy-GTP binding, flow cytometry; actives lie on both sides; percent activity (GTP binding), % at 10 µM; 190,000 compounds, 0.2% hits; AID 761;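 active = percent activity GTP binding at least 20 points away from the 100% baseline, either down as inhibitor or up as activator; inconclusive = compound flagged as likely green fluorescent from well-wide comparison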;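 note: median bead fluorescence of bound Bodipy-FL-GTP at 100 nM; 0% = excess unlabeled GTP control and 100% = no compound control; below 100% means less GTP binding so inhibitor and above means activator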
Target sequence (P60953 whole entry, looked up): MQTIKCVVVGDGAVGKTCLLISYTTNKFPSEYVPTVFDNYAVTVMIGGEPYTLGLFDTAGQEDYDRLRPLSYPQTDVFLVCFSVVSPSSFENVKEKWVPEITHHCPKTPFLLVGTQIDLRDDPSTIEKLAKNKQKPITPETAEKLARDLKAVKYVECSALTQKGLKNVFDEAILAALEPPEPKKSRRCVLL
Rab2A wt mod – changes GTP binding to wildtype dog Rab2A, up or down; P61105; GST-Rab2 wt beads, Bodipy-GTP binding, flow cytometry; GTP binding activity, % at 10 µM; 190,000 compounds, 0.19% hits; AID 760;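 active = GTP binding activity at least 20 points away from 100%, either lowered or raised; inconclusive = signal likely due to the compound's own green fluorescence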;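 note: 0% = beads with excess unlabeled GTP and 100% = no-compound control corrected for plate trend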
Bcl-B Bim block – inhibitors of Bim-Bcl-B interaction, human; Q9HD36; bead-based flow cytometry, Bim peptide-Bcl-B binding; inhibition, % at 10 µM; 190,000 compounds, 0.073% hits; AID 951;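 note: 0% = tracer peptide without compound and 100% = reference inhibitor peptide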
Target sequence (Q9HD36 whole entry, looked up): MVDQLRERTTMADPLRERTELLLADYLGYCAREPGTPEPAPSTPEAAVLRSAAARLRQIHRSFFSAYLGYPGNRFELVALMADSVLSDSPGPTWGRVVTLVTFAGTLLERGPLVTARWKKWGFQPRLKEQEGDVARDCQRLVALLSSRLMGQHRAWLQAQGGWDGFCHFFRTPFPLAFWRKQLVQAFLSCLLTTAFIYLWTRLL
Rac1 wt modul – modulators of human Rac1 wildtype GTP binding. P63000. GST-Rac1 beads, fluorescent GTP binding, flow cytometry; actives lie on both sides; 0 = cold GTP competed, 100 = untreated. GTP binding activity (% of control), % at 10 µM. 190,000 compounds, 0.27% hits. AID 757;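 active = GTP binding activity at least 20 points away from the 100% control level, either lower or higher; inconclusive = compound flagged as likely green fluorescent, judged across all proteins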
Rab7 wt modul – modulators of GTP binding to dog Rab7 wildtype GTPase; GST-Rab7 beads, fluorescent GTP binding, flow cytometry; actives lie on both sides; untreated = 100%, excess cold GTP = 0%; 190,000 compounds, 0.055% hits; GTP binding activity (percent of control), % at 10 µM;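 active = fluorescent GTP binding to Rab7 beads changed by at least 20 points from the 100% baseline, either direction, mostly lower; inconclusive = compound itself probably fluorescent, or too few beads counted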;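 note: median green fluorescence of bound Bodipy-FL-GTP per Rab7 bead population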
Bfl-1 Bim block – inhibitors of Bim-Bfl-1 interaction, human. 190,000 compounds, 0.12% hits. AID 1008. Q16548. inhibition, % at 10 µM. Bead-based flow cytometry, Bim-Bfl-1 binding inhibition;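 note: 0% = wells without compound plus tracer and 100% = blocker peptide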
An asterisk follows results filed as active; ? = inconclusive; . = not tested or not shown. Cut-off read from the data, not from the text of the source, unless noted: active = inhibition above about 40%. No enrichment for hits; 0.62% or so of the library scored in one or more.

1	CCOC(=O)C1C(=O)CC(C)(O)C(C(=O)OCC)C1c1ccc(SC)cc1 (stereo not given)
2	COc1ccc(C2SCC(=O)N2c2c(C)n(C)n(-c3ccccc3)c2=O)cc1OC (stereo not given)
3	Cc1cc(=O)oc(C)c1C(=O)NCCc1ccccc1
4	Cn1c(=O)c2c(nc(N3CCOCC3)n2CC(=O)C23CC4CC(CC(C4)C2)C3)n(C)c1=O
5	Cc1ccc(C)c(N2CCN(c3ncnc4c3cnn4-c3ccccc3)CC2)c1
6	COc1ccc(CC(=O)NNc2ncnc3c2cnn3-c2ccccc2)cc1
7	COC(=O)COc1ccc(-c2ccc(F)cc2)cc1C=O
8	COc1cccc(C(=O)Nc2ccc(N3CCN(Cc4ccccc4)CC3)cc2)c1
9	COc1ccc(-n2c(C)nc3c(cnn3-c3ccc(C)cc3)c2=O)cc1
10	COCC(=O)Nc1nc2n(n1)C(c1ccc(OC)cc1)CC(c1ccc(OC)cc1)N2 (stereo not given)

compound no.	1	2	3	4	5	6	7	8	9	10
Bcl-2 Bim block	-2	-7	-12	1	-9	16	0	-9	0	-1
Rac1 act GTP bind	94	98	98	101	99	98	93	100	94	101
HRas wt GTP	95	98	97	101	99	100	95	104	96	103
Bim-Bcl-W	-1	-3	-1	0	0	4	-1	3	2	-2
Bcl-XL Bim block	-2	-4	-5	-1	-3	6	-3	-9	0	0
Cdc42 wt GTP	95	100	96	101	101	98	94	103	96	105
Rab2A wt mod	99	98	97	98	100	99	97	103	98	100
Bcl-B Bim block	-2	-3	-8	0	-5	2	-3	-9	-2	-2
Rac1 wt modul	95	104	101	106	105	104	98	107	96	103
Rab7 wt modul	100	99	100	96	100	96	94	105	101	99
Bfl-1 Bim block	-4	-12	-12	-2	-9	5	-1	-8	-2	-1

11	Cc1ccc([N+](=O)[O-])cc1N1C(=O)CS/C1=N\NC(=O)c1cccnc1
12	CN1C(=O)N(C)C2(c3ccccc3)N(C)C(=O)NC12c1ccccc1 (stereo not given)
13	COc1c(Cl)cc(Cl)cc1CNc1ccc(S(N)(=O)=O)cc1
14	Cc1ccc2c(c1)c(-c1ccccc1)nc1nnnn12
15	CCC(=O)N(c1ccc(F)cc1)C1C=CS(=O)(=O)C1 (stereo not given)
16	COc1ccc(CCn2c(N)c(C(=O)NCc3ccco3)c3nc4ccccc4nc32)cc1OC
17	CN(C)CCNC(=S)Nc1ccc(Br)cc1
18	Cc1cccc(C)c1NC(=O)CS(=O)CC(=O)NCCCc1ccccc1 (stereo not given)
19	CC(=O)Nc1cc2c(=O)n(Cc3ccccc3)c(C)nc2cc1N1CCOCC1
20	Cc1ccc2cccc(OC(=O)c3ccc4c(c3)OCCO4)c2n1

compound no.	11	12	13	14	15	16	17	18	19	20
Bcl-2 Bim block	-1	-4	0	-2	-3	0	0	-3	-7	2
Rac1 act GTP bind	95	99	94	97	98	92	?	99	101	97
HRas wt GTP	100	104	95	94	97	94	?	99	102	104
Bim-Bcl-W	0	0	0	-1	-2	0	-7	2	-4	2
Bcl-XL Bim block	-1	-3	4	0	-2	4	-5	2	-10	2
Cdc42 wt GTP	97	103	94	96	100	94	?	100	102	102
Rab2A wt mod	100	101	96	96	97	94	?	99	100	105
Bcl-B Bim block	-5	-3	0	-2	-3	-3	-12	-6	-12	1
Rac1 wt modul	100	103	95	93	99	92	?	105	106	104
Rab7 wt modul	105	102	98	95	98	96	?	99	98	107
Bfl-1 Bim block	-4	-10	6	-7	-13	3	0	-7	-21	1

Sorted by formula weight (largest number first): some entries from above.
16	COc1ccc(CCn2c(N)c(C(=O)NCc3ccco3)c3nc4ccccc4nc32)cc1OC
19	CC(=O)Nc1cc2c(=O)n(Cc3ccccc3)c(C)nc2cc1N1CCOCC1
13	COc1c(Cl)cc(Cl)cc1CNc1ccc(S(N)(=O)=O)cc1
12	CN1C(=O)N(C)C2(c3ccccc3)N(C)C(=O)NC12c1ccccc1 (stereo not given)
20	Cc1ccc2cccc(OC(=O)c3ccc4c(c3)OCCO4)c2n1
15	CCC(=O)N(c1ccc(F)cc1)C1C=CS(=O)(=O)C1 (stereo not given)
14	Cc1ccc2c(c1)c(-c1ccccc1)nc1nnnn12

compound no.	16	19	13	12	20	15	14
Bcl-2 Bim block	0	-7	0	-4	2	-3	-2
Rac1 act GTP bind	92	101	94	99	97	98	97
HRas wt GTP	94	102	95	104	104	97	94
Bim-Bcl-W	0	-4	0	0	2	-2	-1
Bcl-XL Bim block	4	-10	4	-3	2	-2	0
Cdc42 wt GTP	94	102	94	103	102	100	96
Rab2A wt mod	94	100	96	101	105	97	96
Bcl-B Bim block	-3	-12	0	-3	1	-3	-2
Rac1 wt modul	92	106	95	103	104	99	93
Rab7 wt modul	96	98	98	102	107	98	95
Bfl-1 Bim block	3	-21	6	-10	1	-13	-7

Additional compounds follow.
21	O=C(Nc1ccccn1)c1ccc(Br)c(S(=O)(=O)N2CCCCC2)c1
22	O=S(=O)(c1ccc(Cl)nc1)N(Cc1ccccc1)Cc1ccccc1
23	O=C(O)COc1ccccc1/C=N/NC(=O)c1cccc(S(=O)(=O)Nc2cccc(Cl)c2)c1
24	Cc1ccc(Cl)cc1N1CCN(C(=O)C2CCN(S(C)(=O)=O)CC2)CC1
25	O=C(/C=C/c1ccco1)Nc1cccc(-c2nc3ccccc3[nH]2)c1
26	CS(=O)(=O)Nc1ccc([N+](=O)[O-])cc1Oc1ccccc1
27	OC(COc1ccc2c(c1)OCO2)CN1CCCC1 (stereo not given)
28	Cc1nn(C)c(C)c1/C=C1/SC(=S)NC1=O
29	CO/N=C(\C(=O)N[C@@H]1C(=O)N2C(C(=O)O)=C(COC(C)=O)CS[C@H]12)c1csc(N)n1 (stereo in doubt)
30	CC(NC(=S)NCCCN1CCOCC1)C1CC2CCC1C2 (stereo not given)

compound no.	21	22	23	24	25	26	27	28	29	30
Bcl-2 Bim block	-2	-7	-9	0	-12	0	0	1	3	0
Rac1 act GTP bind	102	100	82	97	93	95	91	101	98	96
HRas wt GTP	102	100	87	100	93	99	95	100	100	97
Bim-Bcl-W	-2	-3	0	-2	-5	0	-4	-2	1	-3
Bcl-XL Bim block	-2	-7	0	-1	0	-1	-4	-4	0	-2
Cdc42 wt GTP	102	103	82	99	94	.	90	102	98	93
Rab2A wt mod	99	101	82	100	91	95	95	99	101	96
Bcl-B Bim block	-2	-2	-7	-3	-7	0	2	-3	-4	-6
Rac1 wt modul	104	105	75*	99	92	101	90	102	104	99
Rab7 wt modul	100	100	94	107	95	90	102	99	103	97
Bfl-1 Bim block	0	-5	-10	-3	-6	1	5	-1	5	-3

31	CC(Sc1nc2cc(Cl)ccc2s1)C(=O)Nc1cccc(S(=O)(=O)N2CCOCC2)c1 (stereo not given)
32	CCOCCCNC(=O)C1CCN(S(=O)(=O)CC)CC1
33	Cc1ccc(C)c(-n2c(-c3cccnc3)n[nH]c2=S)c1
34	CCN(CC)C(=O)c1cnn(-c2ccccc2)c1NC(=O)c1cccc(F)c1
35	COc1ccc(OC)c(-c2csc(N(C)C(=O)Cc3ccccc3)n2)c1
36	COc1ccc(NC(=O)Cc2ccccc2)cc1
37	CCc1cc2c(SCC(=O)Nc3ccc(Cl)cn3)ncnc2s1
38	CC(=O)N1CCN(CC(=O)Nc2ccc([N+](=O)[O-])cc2Br)CC1
39	CCOC(=O)c1c(NC(=O)c2ccoc2C)sc2c1CCC2
40	NC(=O)C1(N2CCCCC2)CCN(C(=S)Nc2ccc(F)cc2)CC1

compound no.	31	32	33	34	35	36	37	38	39	40
Bcl-2 Bim block	-9	3	-5	-2	-1	5	-3	-1	-3	2
Rac1 act GTP bind	101	101	91	98	96	98	101	95	101	106
HRas wt GTP	102	103	94	102	99	100	103	97	108	104
Bim-Bcl-W	-4	1	-5	-3	1	0	-7	3	-2	0
Bcl-XL Bim block	-10	1	-7	0	-2	-1	-6	-1	0	-4
Cdc42 wt GTP	102	105	92	102	101	102	102	97	108	101
Rab2A wt mod	101	104	94	103	99	99	102	97	107	103
Bcl-B Bim block	-11	0	-22	-2	-3	-3	-9	0	-1	0
Rac1 wt modul	104	104	90	102	103	104	104	97	103	108
Rab7 wt modul	92	105	92	101	95	94	105	95	105	101
Bfl-1 Bim block	-16	2	-2	-1	-4	2	-3	-4	-1	0

41	COc1ccc2nc(-c3ccccc3)cc(OC)c2c1
42	COC(=O)N/N=C/c1ccc(-c2cc(Cl)cc(Cl)c2)o1
43	CCC(C)(C)n1nnnc1CN1CCC(O)(c2cccc(C(F)(F)F)c2)CC1
44	COc1ccc(CCNS(=O)(=O)c2ccc3c(c2)oc(=O)n3C)cc1OC
45	Cc1nc2ncnn2c(C)c1CCC(=O)Nc1ccc(S(=O)(=O)N2CCCCCC2)cc1

compound no.	41	42	43	44	45
Bcl-2 Bim block	-5	-4	-2	-8	-7
Rac1 act GTP bind	98	100	92	100	99
HRas wt GTP	98	103	96	101	100
Bim-Bcl-W	-4	-1	-3	-8	0
Bcl-XL Bim block	-7	-5	-5	-13	-8
Cdc42 wt GTP	98	104	97	100	101
Rab2A wt mod	98	100	96	101	99
Bcl-B Bim block	-5	-4	-4	-14	-9
Rac1 wt modul	99	105	100	105	101
Rab7 wt modul	97	103	96	101	95
Bfl-1 Bim block	-6	-9	0	-6	-16

3 compounds from above, arranged by their value in Cdc42 wt GTP, low to high:
| entry | SMILES | Bcl-2 Bim block | Rac1 act GTP bind | HRas wt GTP | Bim-Bcl-W | Bcl-XL Bim block | Cdc42 wt GTP | Rab2A wt mod | Bcl-B Bim block | Rac1 wt modul | Rab7 wt modul | Bfl-1 Bim block |
| --- | --- | --- | --- | --- | --- | --- | --- | --- | --- | --- | --- | --- |
| 43 | CCC(C)(C)n1nnnc1CN1CCC(O)(c2cccc(C(F)(F)F)c2)CC1 | -2 | 92 | 96 | -3 | -5 | 97 | 96 | -4 | 100 | 96 | 0 |
| 41 | COc1ccc2nc(-c3ccccc3)cc(OC)c2c1 | -5 | 98 | 98 | -4 | -7 | 98 | 98 | -5 | 99 | 97 | -6 |
| 45 | Cc1nc2ncnn2c(C)c1CCC(=O)Nc1ccc(S(=O)(=O)N2CCCCCC2)cc1 | -7 | 99 | 100 | 0 | -8 | 101 | 99 | -9 | 101 | 95 | -16 |

Source: PubChem BioAssay
